Bioassay records (PubChem BioAssay)
G9a inh: G9a (human) methyltransferase inhibition. Q96KQ7. G9a H3K9 monomethylation, AlphaScreen, 2 h. Potency, µM (titrated, usually from 102 µM), inactives show at the highest dose activity, negative = inhibition, hits mostly inhibitors. hit rate 8.8% among 350,000. AID 504332; also: % is scaled to controls: 0 for no effect and ±100 for the full control effect; nearly all actives have a fitted effect of over 75% in size
Target sequence (Q96KQ7 913-1193 limits assumed): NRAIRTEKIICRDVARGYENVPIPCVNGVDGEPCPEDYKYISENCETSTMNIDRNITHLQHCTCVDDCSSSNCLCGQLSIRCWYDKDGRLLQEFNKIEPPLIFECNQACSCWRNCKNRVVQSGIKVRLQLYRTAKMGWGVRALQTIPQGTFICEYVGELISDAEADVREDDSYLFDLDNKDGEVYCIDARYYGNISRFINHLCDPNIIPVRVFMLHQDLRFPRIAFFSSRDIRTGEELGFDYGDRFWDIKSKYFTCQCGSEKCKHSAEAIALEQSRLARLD
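Readings reflect AlphaScreen signal from monomethyl-H3K9 antibody detection. HMT at 20 nM; substrate b-H3K9 500 nM; cofactor SAM 20 uM; 2 h RT reaction; compounds tested as titrations in qHTS with 15 min preincubation.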
POLH inh: DNA polymerase eta (human) inhibition; AID 588591; hit rate 1.2% among 390,000; recombinant Pol eta, fluorescent DNA replication assay; Potency, µM (highest dose often 114 µM), without a hit: at the top dose activity change, negative = inhibition, actives largely listed as inhibitors; Q9Y253; also: % is scaled to controls: 0 for no effect and ±100 for the full control effect
Target sequence (Q9Y253 whole entry, looked up): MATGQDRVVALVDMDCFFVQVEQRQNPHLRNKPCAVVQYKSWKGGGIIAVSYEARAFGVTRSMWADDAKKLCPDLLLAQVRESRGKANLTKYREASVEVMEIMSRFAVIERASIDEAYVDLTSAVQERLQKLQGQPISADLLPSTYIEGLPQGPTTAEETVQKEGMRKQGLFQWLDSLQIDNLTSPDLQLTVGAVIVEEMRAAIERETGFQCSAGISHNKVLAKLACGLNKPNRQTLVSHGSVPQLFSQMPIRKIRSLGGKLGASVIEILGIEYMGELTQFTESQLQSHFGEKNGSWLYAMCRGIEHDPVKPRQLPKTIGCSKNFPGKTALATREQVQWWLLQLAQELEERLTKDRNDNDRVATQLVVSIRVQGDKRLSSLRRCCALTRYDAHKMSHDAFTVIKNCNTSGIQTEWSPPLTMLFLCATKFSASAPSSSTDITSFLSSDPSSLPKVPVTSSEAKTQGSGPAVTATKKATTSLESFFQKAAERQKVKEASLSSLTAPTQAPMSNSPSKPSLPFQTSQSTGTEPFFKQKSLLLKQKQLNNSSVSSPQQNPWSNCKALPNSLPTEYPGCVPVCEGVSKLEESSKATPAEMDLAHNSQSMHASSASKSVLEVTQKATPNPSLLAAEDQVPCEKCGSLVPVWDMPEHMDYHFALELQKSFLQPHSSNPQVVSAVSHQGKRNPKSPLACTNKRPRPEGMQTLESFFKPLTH
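Pol eta (10 nM) was preincubated with compounds for 15 min at room temperature, after which fluorescent replication substrate (50 nM final) was added to start the reaction. Fluorescence was read kinetically at 0 and 10 min.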
BLM inh: Bloom syndrome helicase (human) inhibition | P54132 | recombinant BLM DNA unwinding, fluorescence dequenching | Potency, µM (highest dose often 56.1 µM), for the others: top-dose activity change, negative = inhibition, usual class: inhibitors | hit rate 0.2% among 350,000 | AID 2528;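 also: plate controls were vehicle for no effect and no enzyme for full effect; nearly all actives have a fitted effect of over 35% in size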
POLK inh: DNA polymerase kappa (human) inhibition | Q9UBT6 | purified Pol kappa, fluorescent DNA synthesis assay, 10 min | Potency, µM (top dose mostly 107 µM), for inactives: top-dose activity, negative = inhibition, usual class: inhibitors | hit rate 0.53% among 400,000; also: % is scaled to controls: 0 for no effect and ±100 for the full control effect
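Pol kappa 10 nM + cpd, 15 min RT; start w/ substrate 50 nM final; fluorescence kinetic read, 0 and 10 min. Neg ctrl: buffer, no enzyme.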
POLI inh: inhibitors of human DNA polymerase iota | Potency, µM (series often up to 115 µM), without a hit: top-dose activity, negative = inhibition, hits mostly inhibitors | Pol iota fluorescent replication assay, 10 min | hit rate 1% among 390,000 | Q9UNA4 | AID 588590
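Fluorescent replication assay read twice, at 0 min and 10 min after adding 50 nM (final) substrate. Enzyme (10 nM) and compounds were first incubated 15 min at room temperature; enzyme-free buffer wells were negative controls.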
POLB inh: DNA polymerase beta (human) inhibition | Pol beta primer extension/strand displacement, fluorescence kinetic | P06746 | Potency, µM (doses to about 114 µM), without a hit: top-dose activity change, negative = inhibition, most hits filed as inhibitors | hit rate 1.3% among 340,000; also: % is scaled to controls: 0 for no effect and ±100 for the full control effect
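Pol beta (10 nM) and compounds were preincubated 15 min at room temperature, then 50 nM substrate (final) started primer extension/strand displacement. Reads were taken at 0 and 10 min; concentration-response data were fitted to a four-parameter Hill equation.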
BAZ2B block: inhibitors of human BAZ2B bromodomain; Potency, µM (highest dose often 114 µM), for inactives: at the highest dose activity change, negative = inhibition, actives largely listed as inhibitors; AlphaScreen BAZ2B-H3K14Ac peptide displacement; hit rate 4.4% among 360,000; AID 504333; also: % is scaled to controls: 0 for no effect and ±100 for the full control effect; nearly all actives have a fitted effect of over 60% in size
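BAZ2B (50 nM) with biotin-H3(5-23)K14Ac peptide (50 nM) in PBS pH 7.4, 0.01% Tween-20, preformed 30 min, then compound 30 min at room temperature; top concentration 110uM. AlphaScreen streptavidin donor/nickel chelate acceptor beads (10 ug/mL final), 20 min dark, signal read.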
JMJD2A Tudor: blocks the human JMJD2A Tudor domain | hit rate 4.4% among 390,000 | AlphaScreen JMJD2A-Tudor / H3K4me3 peptide binding | AID 504339 | O75164 | Potency, µM (top dose mostly 114 µM), for the others: at the top dose activity change, negative = inhibition, hits mostly inhibitors; also: % is scaled to controls: 0 for no effect and ±100 for the full control effect; nearly all actives have a fitted effect of over 50% in size
APEX1 inh: APE1 (human) endonuclease inhibition | Potency, µM (series often up to 65.8 µM), for the others: at the top dose activity change, negative = inhibition, hits mostly inhibitors | hit rate 0.35% among 350,000 | AID 2517 | recombinant APE1, TAMRA/BHQ-2 abasic DNA cleavage fluorescence;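 also: plate controls were vehicle for no effect and reference inhibitor for full effect; nearly all actives have a fitted effect of over 55% in size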
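Incision of a quenched TAMRA/BHQ-2 THF abasic-site duplex (50 nM) by 0.75 nM APE1, after 15 min compound preincubation, measured as fluorescence increase over three 60 s reads. Values normalized to buffer, DMSO and NSC13755 control wells.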
* = called active by the depositor; u = inconclusive; x = no result given; & = joins results of further samples; [ ] = remark or other dose. Calls follow the shape of the dose curve; as a rule, active = well fitted curve in the direction sought with a large enough effect; inconclusive = small, poorly fitted or top-dose-only effect, or another doubt; inactive = no such curve, though single readings can be large; an effect the other way counts as inactive or inconclusive. Potency is read from the fitted curve at half-maximal effect. An excerpt; the hit share may differ from the screen's.

1: CCCCn1c(O)c(N=Nc2ccccn2)c2ccccc21
2: COC(=O)C1C(c2ccccc2)C(C(=O)N2CCN(C)CC2)C1c1ccccc1 (stereo not given)
3: O=C(OCc1ccc(COC(=O)c2ccccn2)cc1)c1ccccn1
4: O=C(O)c1ccc(C[n+]2c(-c3ccccc3)csc2Nc2ccccc2)cc1
5: COc1ccccc1Nc1nnc(SC(C)C(=O)NC2CC2)s1 (stereo not given)

compound no. | 1 | 2 | 3 | 4 | 5
G9a inh | 41%[59 µM] | 1%[12.7 µM] | 4%[12.7 µM] | u | -13%[12.7 µM]
POLH inh | -13% | 3% | -11% | u | -5%
BLM inh | -5% | -2% | -3% | 0% | x
POLK inh | -12% | -12% | 0% | -7% | -7%
POLI inh | 21% | 13% | 15% | -17% | -2%
POLB inh | 28% | 1% | 14% | 24% | x
BAZ2B block | 0% | -4% | -20% | 40µM* | -4%
JMJD2A Tudor | 17% | -4% | -3% | u | -15%
APEX1 inh | -4% | -1% | 1% | 6% | 15%

6: O=C(Cc1csc(NC(=O)Nc2ccc(Cl)cc2)n1)NCc1cccnc1
7: Cn1cc(C(=O)c2ccccc2C(=O)O)cc1C(=O)C(Cl)(Cl)Cl
8: O=C(N/N=C/c1ccccc1F)c1cccc2ccccc12
9: CCN1CCN(CCNC(=O)c2ccc(CS(=O)(=O)c3c(Cl)cccc3Cl)o2)CC1
10: CC1=C(C(=O)Nc2ccccc2C)C(c2cccs2)n2nc(SCc3cc(C)ccc3C)nc2N1 (stereo not given)

compound no. | 6 | 7 | 8 | 9 | 10
G9a inh | u | -10% | -1% | -45% | 2%[59 µM]
POLH inh | -15% | -13% | -13% | -21% | 6%
BLM inh | x | 1% | -2% | 23% | -1%
POLK inh | -14% | -13% | 8% | u | -2%[60.1 µM]
POLI inh | 15% | 18% | 25% | 19% | 10%
POLB inh | x | 35% | -1% | 1% | -10%
BAZ2B block | u | -18% | 15% | 3% | 0%
JMJD2A Tudor | -31% | -14% | 5% | -12% | 2%
APEX1 inh | -9% | -6% | 5% | -4% | x

11: COc1ccc(-c2noc(COc3ccccc3OC)n2)cc1OC
12: COCCn1c(-c2ccc(OC)cc2)cnc1SCC(=O)Nc1cc(C)on1
13: CCc1cccc(C)c1NS(=O)(=O)c1c(C(=O)N2CCC(C)CC2)c(C)n(C)c1C
14: Cc1nc(Nc2ccc(S(=O)(=O)N3CCCCC3C)cc2)c2nnn(Cc3ccccc3)c2n1 (stereo not given)
15: Cc1c(NC(=O)Nc2ccc(Cl)c(Cl)c2)sc(=S)n1C

compound no. | 11 | 12 | 13 | 14 | 15
G9a inh | -13%[59 µM] | 79µM* | 6%[59 µM] | -10% | x
POLH inh | -17% | -8% | -13% | -17% | -13%
BLM inh | -5% | -6% | 1% | -4% | x
POLK inh | 7% | -4% | -12%[60.1 µM] | -20% | 5%
POLI inh | -15% | 10% | 17% | 40%[activator] | 6%
POLB inh | 15% | 17% | 10% | -24% | x
BAZ2B block | 10% | -11% | u | -29% | x
JMJD2A Tudor | 3% | -18% | -21% | -26% | u
APEX1 inh | -3% | 11% | x | 4% | x

16: O=C(NCc1nc2ccccc2[nH]1)C1=C[C@@H](c2csc3ccccc23)C[C@@H](OCCCCO)O1
17: CCOC(=O)c1ccc(NC(=S)Nc2ccccc2)cc1
18: CCOc1ccc(-n2c(SCc3cc(=O)oc4cc(C)ccc34)nnc2-c2cccnc2)cc1
19: O=C(O)c1ccc(-n2cncn2)c([N+](=O)[O-])c1
20: O=C(NN1C(=O)/C(=C/c2ccc(O)c([N+](=O)[O-])c2)SC1=S)c1ccccc1Cl

compound no. | 16 | 17 | 18 | 19 | 20
G9a inh | 22%[59 µM] | -17%[59 µM] | 7%[59 µM] | x | 14µM*
POLH inh | -22% | -19% | -1% | -22% | -18%
BLM inh | -6% | 1% | 4% | -6% | -9%
POLK inh | -10% | 0% | -8% | 10% | 45µM*
POLI inh | -7% | 72%[activator] | 5% | 24% | 40µM*
POLB inh | 15% | 24% | 11% | 6% | -15%
BAZ2B block | -15% | 3% | -35% | -10% | 35µM*
JMJD2A Tudor | -29% | -13% | -10% | -22% | u
APEX1 inh | 10% | -1% | -1% | 0% | u

21: N/C(=N\OC(=O)CC1CCCCC1)c1ccccn1
22: Cn1c(CNC(=O)c2ccco2)nnc1SCC(=O)Nc1c(F)cc(F)cc1Br
23: COC(=O)C1=C(C)N(Cc2ccccc2)C(=NCCc2ccccn2)N[C@H]1c1cccc(C(F)(F)F)c1
24: CCOc1ccc(NS(=O)(=O)c2ccc(NC(=O)c3ccccc3C(=O)O)cc2)cc1
25: CC(=O)N1CCC2(CC1)OC(=O)C(C)=C2C(=O)Nc1cccc(Cl)c1C

compound no. | 21 | 22 | 23 | 24 | 25
G9a inh | 3%[59 µM] | x | x | x | 8%[59 µM]
POLH inh | 2% | -6% | -10% | -7% | -4%
BLM inh | 2% | 1% | 3% | x | -1%
POLK inh | -11%[60.1 µM] | -3% | 0%&-5% | -1% | -8%
POLI inh | 19% | 71%[activator] | -3%&24% | 36%[activator] | -1%
POLB inh | 3% | 22% | -18% | x | 39%
BAZ2B block | -4% | -6% | u | x | -6%
JMJD2A Tudor | -17% | -10% | u | -17% | -17%
APEX1 inh | -2% | 9% | 2%&6% | x | x

26: Cc1cc(N2CC(C)OC(C)C2)nc2ccccc12 (stereo not given)
27: Cc1[nH]c2ccc(C(=O)NC3CCC(C)CC3)cc2c1C (stereo not given)
28: COC(=O)c1cc2oc(C)cc2n1CC(=O)N1CCCc2ccccc21
29: Cc1cccc(C)c1OCc1n[nH]c(=S)n1-c1ccccc1
30: Cn1cnc([N+](=O)[O-])c1Nc1cccc(O)c1

compound no. | 26 | 27 | 28 | 29 | 30
G9a inh | 37%[activator] | -3% | u | 2.5µM* | 14%[59 µM]
POLH inh | -3% | -10% | -24% | -10% | -6%
BLM inh | -2% | -3% | -4% | 1% | -3%
POLK inh | -2% | 9% | -4% | 15% | -13%
POLI inh | 51%[activator] | 0% | -8% | -2% | -5%
POLB inh | -1% | 22% | u | 4% | 20%
BAZ2B block | 14% | -35% | 89µM* | -21% | u
JMJD2A Tudor | -19% | -1% | u | u | -16%
APEX1 inh | -4% | 17% | 7% | 2% | 14%

For reference, part of the list above:
26: Cc1cc(N2CC(C)OC(C)C2)nc2ccccc12 (stereo not given)
27: Cc1[nH]c2ccc(C(=O)NC3CCC(C)CC3)cc2c1C (stereo not given)
28: COC(=O)c1cc2oc(C)cc2n1CC(=O)N1CCCc2ccccc21
29: Cc1cccc(C)c1OCc1n[nH]c(=S)n1-c1ccccc1
30: Cn1cnc([N+](=O)[O-])c1Nc1cccc(O)c1

compound no. | 26 | 27 | 28 | 29 | 30
G9a inh | 37%[activator] | -3% | u | 2.5µM* | 14%[59 µM]
POLH inh | -3% | -10% | -24% | -10% | -6%
BLM inh | -2% | -3% | -4% | 1% | -3%
POLK inh | -2% | 9% | -4% | 15% | -13%
POLI inh | 51%[activator] | 0% | -8% | -2% | -5%
POLB inh | -1% | 22% | u | 4% | 20%
BAZ2B block | 14% | -35% | 89µM* | -21% | u
JMJD2A Tudor | -19% | -1% | u | u | -16%
APEX1 inh | -4% | 17% | 7% | 2% | 14%

New compounds follow
31: COc1cc(C)ccc1OCCCON1C(=O)CCC1=O
32: COC(=O)c1nc2n(n1)C(c1ccc([N+](=O)[O-])cc1)C(C(=O)Nc1ccc(Cl)cc1)=C(C)N2 (stereo not given)
33: OCC[C@H]1C[C@@H](O)[C@H](O)[C@@]2(Cc3ccccc3CO2)O1
34: Cc1nc2nc(COc3ccccc3)nn2c(C)c1Cl
35: Cc1ccc(-c2nn3c(C)nnc3s2)cc1NC(=O)c1ccc(Br)o1

compound no. | 31 | 32 | 33 | 34 | 35
G9a inh | 32% | u | -15%[2.33 µM] | 2% | u
POLH inh | -1% | -7% | -17% | -17% | -6%
BLM inh | -2% | 0% | x | -1% | -3%
POLK inh | -12% | -13% | 3% | -15% | 12%
POLI inh | 10% | 30% | 45%[activator] | 9% | -22%
POLB inh | 2% | 10% | x | -9% | -1%
BAZ2B block | -1% | u | 12% | 3% | 4%
JMJD2A Tudor | -18% | -12% | -24% | -4%[11.4 µM] | 4%
APEX1 inh | 4% | 0% | -10% | -1% | -2%

36: CCOc1ccc(N(CC(=O)Nc2cc(C)cc(C)c2)S(C)(=O)=O)cc1
37: CC(C)(C)CC(=O)Nc1ccc(-c2cn3cccnc3n2)cc1
38: COc1ccc(S(=O)(=O)c2nnn(-c3cccc(Cl)c3)c2N)cc1
39: CN(C)c1ccc(NC(=O)Nc2cccc3ccccc23)cc1
40: O=C(CSc1ccc2ccccc2n1)NC1CC1

compound no. | 36 | 37 | 38 | 39 | 40
G9a inh | 10% | -10% | -23% | 2.8µM* | -13%[59 µM]
POLH inh | -13% | -16% | -8%&-4% | -18% | -7%
BLM inh | -8% | -3% | -7%&-2% | -6% | x
POLK inh | -19% | -1% | -7%&-6% | -1% | -1%
POLI inh | 4% | 116%[activator] | -17%&12% | 26% | -23%
POLB inh | u | 0% | -1%&-8% | 31% | x
BAZ2B block | 0% | 2% | 1%&-12% | u | 10%
JMJD2A Tudor | -17% | -12% | -14%&-13% | -15%[11.4 µM] | -5%
APEX1 inh | 1% | -14% | -3% | 2% | 11%

41: CCC(=O)C1CCCN(C(=O)c2ccc(OC3CCN(C(=O)CCOC)CC3)cc2)C1 (stereo not given)
42: Cc1cc(C)nc(SCC(CSc2nc(C)cc(C)n2)C(=O)O)n1
43: O=C1CCCCN1CC(=O)N1CCCC(Nc2ccc(F)cc2)C1 (stereo not given)
44: Cc1ccccc1C(=O)NNC(=O)Cc1cccc2ccccc12

compound no. | 41 | 42 | 43 | 44
G9a inh | 11% | 11% | -4% | -5%[12.7 µM]
POLH inh | -14% | -5% | -27% | 0%
BLM inh | 2% | -3% | 1% | 0%
POLK inh | -7% | 0% | -10% | -12%[60.1 µM]
POLI inh | 19% | -9% | 46%[activator] | 3%
POLB inh | -26% | 3% | 50% | 3%
BAZ2B block | 1% | 3% | -3% | 1%
JMJD2A Tudor | 3% | -5%[57.1 µM] | -15% | -6%
APEX1 inh | 31% | -9% | 14% | -1%
